# Screens from PubChem BioAssay.
# TRHR PAM: TRH receptor (human) allosteric enhancement; enhancement, % at 2 µM; actives 0.66% (n = 360,000); TRHR cells, fluo-8 calcium fluorescence, EC20 TRH enhancement; AID 493056; P34981; in the data active means enhancement above about 30%; further: 0% is about no effect
#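 Enhancer read-out: after compound pinning and an initial kinetic agonist-mode read, an EC20 of TRH (10 nM final) was injected and fluo-8 calcium signal (Ex 480/Em 530) followed at 1 s/cycle for 100 cycles in TRHR-expressing cells.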
# IDH1 R132H inh: inhibitors of human mutant IDH1 R132H; actives 0.093% (n = 390,000); IDH1-R132H enzyme, NADPH consumption, diaphorase/resazurin fluorescence; O75874; Potency, µM (top dose mostly 76.6 µM), for inactives: at the highest dose activity change, negative = inhibition, most hits filed as inhibitors; AID 602179; further: potency means the concentration at half of the fitted maximal effect; on the % scale 0 is the no-effect control and ±100 the full control effect; nearly all actives have a fitted effect of over 65% in size
# Target sequence (O75874 whole entry R132H, stated change not applied): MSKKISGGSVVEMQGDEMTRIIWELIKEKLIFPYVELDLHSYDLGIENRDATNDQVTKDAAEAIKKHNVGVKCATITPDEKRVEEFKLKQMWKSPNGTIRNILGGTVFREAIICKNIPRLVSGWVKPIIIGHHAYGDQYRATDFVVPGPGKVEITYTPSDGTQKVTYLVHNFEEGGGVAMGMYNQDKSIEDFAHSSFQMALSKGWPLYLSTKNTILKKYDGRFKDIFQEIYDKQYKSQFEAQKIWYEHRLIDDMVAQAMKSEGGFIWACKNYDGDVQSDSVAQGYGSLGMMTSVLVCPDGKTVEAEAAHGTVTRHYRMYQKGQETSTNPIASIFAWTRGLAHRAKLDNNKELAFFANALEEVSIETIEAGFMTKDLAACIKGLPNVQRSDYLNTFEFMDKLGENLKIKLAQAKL
#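 IDH1-R132H (0.5 ug/mL) preincubated 30 min with compound, then NADPH (0.016 mM) and alpha-KG (2 mM) added; 80 min at RT, pH 7.5. Remaining NADPH coupled via diaphorase/resazurin to fluorescence (540/590 nm); concentration-response curves normalized to no-enzyme control.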
# PI4K2A block: blocks human PI4K2A kinase activity | purified PI4K2A, ADP-Glo luminescence, 1 h; hits give low values | activity change, negative = inhibition, % at 76.9 µM | actives 0.13% (n = 420,000) | AID 1346378; in the data active means activity change below about -50%; inconclusive means mostly about -30% to -49%;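 further: -100% = wells without enzyme as full effect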
# Target sequence (Q9BTU6 whole entry, looked up): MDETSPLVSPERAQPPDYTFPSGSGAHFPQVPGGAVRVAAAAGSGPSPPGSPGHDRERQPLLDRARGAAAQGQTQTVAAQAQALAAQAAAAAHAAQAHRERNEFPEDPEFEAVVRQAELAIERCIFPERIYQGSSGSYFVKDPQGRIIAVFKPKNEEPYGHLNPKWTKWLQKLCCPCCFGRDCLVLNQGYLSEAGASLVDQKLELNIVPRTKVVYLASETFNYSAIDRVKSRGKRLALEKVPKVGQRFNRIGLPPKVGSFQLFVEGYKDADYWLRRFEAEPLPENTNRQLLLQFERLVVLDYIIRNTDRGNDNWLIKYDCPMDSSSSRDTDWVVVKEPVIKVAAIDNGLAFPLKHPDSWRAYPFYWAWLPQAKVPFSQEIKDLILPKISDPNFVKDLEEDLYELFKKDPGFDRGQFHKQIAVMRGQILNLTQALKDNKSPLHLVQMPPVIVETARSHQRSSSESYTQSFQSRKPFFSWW
#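 PI4K2A activity was measured by ADP-Glo luminescence: enzyme (4 ug/mL stock) and phosphatidylinositol (1.2 mM stock) in Tris pH 7.5/MgCl2/EGTA/Triton X-100 buffer were reacted with ATP (300 microM stock) for one hour at ambient temperature.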
# TrxR1 substrate: is turned over as a substrate by rat TrxR1. purified TrxR1 substrate turnover, NADPH consumption readout. AID 588456. actives 0.01% (n = 390,000). Potency, µM (series often up to 114 µM), inactives show at the top dose activity change, negative = substrate turnover. O89049; further: potency means the concentration at half of the fitted maximal effect; on the % scale 0 is the no-effect control and ±100 the full control effect; nearly all actives have a fitted effect of over 50% in size
#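 Rat TrxR1, dispensed at 90 nM, was prereduced with 400 uM NADPH (final) for 5 min at ~22 deg C, then incubated with compound 15 min before 400 uM selenite. A first-read NADPH fluorescence drop versus no-compound background flagged substrates.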
# D2 ag: D2 dopamine receptor (human) agonism | P14416 | HEK293 T-REx D2 cells, calcium flux agonist mode | actives 0.53% (n = 340,000) | activation, % at 2 µM;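 active means activation over 3 SD above normal in the single-dose calcium agonist read, cut at about 30% in these data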; further: 0% is about no effect
#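 HEK293 Trex D2 cells, tetracycline-induced, o/n 30 C 5% CO2; no-wash Ca dye, RT 30–90 min; 10-cycle baseline, 23 nl cpd added, kinetic Ca read 180 s; agonist hits = positive Ca response.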
# TRHR agonist: TRH receptor (human) agonism | TRHR cells, calcium flux fluo-8, FDSS agonist mode | AID 493084 | P34981 | activation, % at 2 µM | actives 0.18% (n = 360,000); in the data active means activation above about 30%; further: 0% is about no effect
#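 TRHR-expressing cells loaded with fluo-8 calcium dye; 23 nL library compound pin-transferred, kinetic FDSS fluorescence (Ex 480/Em 530) recorded about 180 s for agonist-induced calcium release, before a 10 nM TRH EC20 addition for potentiator mode.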
# TrxR1 inh: blocks rat thioredoxin reductase 1; O89049; recombinant rTrxR1, NADPH fluorescence consumption, selenite substrate; Potency, µM (highest dose often 114 µM), for inactives: at the highest dose activity change, negative = inhibition, hits mostly inhibitors; actives 1% (n = 390,000); AID 588453; further: potency means the concentration at half of the fitted maximal effect; on the % scale 0 is the no-effect control and ±100 the full control effect; nearly all actives have a fitted effect of over 65% in size
#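 Rat TrxR1 (90 nM in the dispensed reagent) was pre-reduced with 400 uM NADPH for 5 min at room temperature, then incubated with compound for 15 min. After 400 uM selenite was added, NADPH fluorescence (Ex 340/Em 450 nm) was followed for 8 min.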
# USP1-UAF1 inh: inhibitors of human USP1/UAF1 deubiquitinase; actives 0.23% (n = 390,000); AID 743255; recombinant USP1/UAF1, Ub-Rhodamine cleavage fluorescence; O94782; Potency, µM (highest dose often 57.1 µM), for inactives: at the top dose activity change, negative = inhibition, actives largely listed as inhibitors; further: potency means the concentration at half of the fitted maximal effect; on the % scale 0 is the no-effect control and ±100 the full control effect; nearly all actives have a fitted effect of over 60% in size; inactives centre near -12
#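 Step one: compound is pinned into 1nM USP1/UAF1 in HEPES pH 7.8 buffer with TCEP. Step two: 15 min room-temperature incubation. Step three: Ub-Rho (150nM final) starts cleavage, tracked by fluorescence over six one-minute reads.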
# D2 antag: antagonizes the human D2 dopamine receptor; HEK293 TREx D2 cells, calcium flux, dopamine EC80; AID 485344; inhibition, % at 10 µM; P14416; actives 2% (n = 340,000); in the data active means inhibition above about 30%; further: 0% is about no effect
#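 Read-out: kinetic calcium fluorescence (1 cycle/s) in inducible HEK293 T-REx D2 cells after an EC80 dopamine addition that followed 180 s compound preincubation. Loss of the dopamine response indicates antagonism.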
# Numbers without * were called inactive; ? = inconclusive; nt = no result given; [ ] = another dose, or the depositor's remark. Unless noted, the call rests on the fitted dose curve; in most records, active means well fitted inhibition curve with a large enough effect; inconclusive means small, poorly fitted or top-dose-only effect; inactive means no such curve, though single readings can be large or run the other way.
SMILES	TRHR PAM	IDH1 R132H inh	PI4K2A block	TrxR1 substrate	D2 ag	TRHR agonist	TrxR1 inh	USP1-UAF1 inh	D2 antag
Cc1cc(=O)oc2cc(Oc3ccc(C(N)=O)cc3[N+](=O)[O-])ccc12	3	-3%	0	32%	0.1	-0.1	12%	-11%	-10
COc1ccc(N(Cc2nnc3n2CCCCC3)C(=O)Nc2cccc(C)c2)cc1Cl	7	4%	0	-1%[57.1 µM]	-0.8	-0.1	-3%[57.1 µM]	-20%	nt
Cc1sc2ncn(CC(=O)N3CCN(c4ccccn4)CC3)c(=O)c2c1S(=O)(=O)N1CCC(C)CC1	-6	-8%	3	0%	0.9	1.8	-14%	?	1
O=c1cc(O)c2ccccc2n1Cc1ccccc1Cl	-1	-10%	11	10%[57.1 µM]	0.4	-0.8	2%	-6%	-3
COc1ccc(NC(=O)NC(=O)c2ccccc2)cc1	-5	3%	-4	-12%	1.4	1.2	-14%	1%	9
CC(Sc1nnc(N)s1)C(=O)c1c(N)n(C)c(=O)n(C)c1=O (configuration not stated)	5	3%	0	1%	-0.2	0.4	11%	-22%	0
CCC1(C)CC(C(N)=S)CCO1 (configuration not stated)	15	3%	-2	-22%[57.1 µM]	0.7	0.5	-11%[57.1 µM]	-23%	4
CCOC(=O)c1cnc(-n2nc(C)cc2C)nc1N1CC(C)OC(C)C1 (configuration not stated)	nt	4%	0	2%	nt	nt	-1%	-18%	nt
CCCn1c2ccccc2c2cnn(CC(=O)N(CC)c3cc(C)ccc3C)c(=O)c21	-3	-8%	-1	-1%	nt	-1.2	18%	-8%	nt
COCCNC(=O)c1ccc(N2CC3CC(C2)c2cccc(=O)n2C3)c(NC(=O)c2ccc(Br)o2)c1 (configuration not stated)	-7	-3%	10	-6%	-0.2	0.3	9%	-10%	-11
CC(=O)OC1CCC2(C)C(COc3ccc4ccc(=O)oc4c3)C(C)(O)CCC2C1(C)C (configuration not stated)	2	-1%	5	141%[activator]	0.2	-0.4	?	-7%	0
CCOC(=O)C1=C(COC(=O)CCOc2ccc(C)cc2)NC(=O)NC1C (configuration not stated)	1	6%	9	0%	0.0	0.2	?	-12%	15
O=C(CC1CCCCC1)N1CCN(c2ccccn2)CC1	-2	0%	-6	16%	0.2	-0.1	-2%	5%	-2
CCOc1ccc(NC(=S)N(CCN2CCOCC2)Cc2cc3cc4c(cc3[nH]c2=O)OCCO4)cc1	0	-12%	-13	6%[11.4 µM]	-0.5	1.1	15%[11.4 µM]	-26%	-6
COc1ccc2sc(-c3ccc(S(C)(=O)=O)cc3)c(-c3ccc(SC)cc3)c2c1	nt	2%	2	58%[activator]	nt	nt	73%[activator]	-15%	nt
Cc1nc(N2CCN(S(=O)(=O)c3ccc(Br)cc3)CC2)c2c(C)c(C)sc2n1	-3	-4%	-4	-5%	-0.2	0.2	7%	-7%	-8
CC1CCN(C(=O)Cn2cc(SCC(=O)NCc3ccccc3)c3ccccc32)CC1	-17	-10%	-3	1%	-0.3	0.2	10%	-18%	nt
Cc1noc(C)c1S(=O)(=O)NCC(=O)O	-3	2%	0	-10%	0.8	-0.9	-6%	2%	-3
CNC(=O)c1c(NC(=O)CCS(=O)(=O)c2ccc(Cl)cc2)sc2c1CCN(C(=O)OC)C2	-5	-1%	-3	-5%[57.1 µM]	0.0	-0.1	-16%[57.1 µM]	-16%	12
CSC1=NCCN1C(=O)c1cccc(C(F)(F)F)c1	4	8%	8	-5%	0.4	-0.4	-2%	-5%	-5

# 3 entries already listed, arranged by the value under D2 antag, smallest number first.
SMILES | TRHR PAM | PI4K2A block | TrxR1 substrate | TRHR agonist | TrxR1 inh | USP1-UAF1 inh | D2 antag
Cc1nc(N2CCN(S(=O)(=O)c3ccc(Br)cc3)CC2)c2c(C)c(C)sc2n1 | -3 | -4 | -5% | 0.2 | 7% | -7% | -8
CC(Sc1nnc(N)s1)C(=O)c1c(N)n(C)c(=O)n(C)c1=O (configuration not stated) | 5 | 0 | 1% | 0.4 | 11% | -22% | 0
CCOC(=O)C1=C(COC(=O)CCOc2ccc(C)cc2)NC(=O)NC1C (configuration not stated) | 1 | 9 | 0% | 0.2 | ? | -12% | 15

# Next part
SMILES	TRHR PAM	IDH1 R132H inh	PI4K2A block	TrxR1 substrate	D2 ag	TRHR agonist	TrxR1 inh	USP1-UAF1 inh	D2 antag
COC(=O)c1cc2sc(C)cc2n1Cc1cccc(OC)c1	-1	nt	3	0%	1.0	0.0	11%	?	nt
CCC(=O)c1ccc(OCC(=O)N(Cc2nnc(-c3ccccc3Cl)o2)C2CC2)cc1	5	3%	1	-9%	-0.1	-0.4	-4%	-5%	-4
CC1=C(Nc2ccc(C(=O)O)cc2)C(=O)c2ccccc2C1=O	-1	-9%	-6	-7%	-0.3	-1.0	?	?	-3
O=C(c1ccc(Cl)cc1)N1CCN(c2ccc(F)cc2)CC1	-1	4%	0	0%	-1.1	-0.4	-12%	5%	-3
CCOC(=O)c1ccccc1NC(=O)c1cn(CC)c2nc(C)ccc2c1=O	-2	-5%	-1	-2%	-1.9	-0.2	16%	-8%	-8
COc1cccc(C(=O)COc2ccccc2N2C(=O)C3C4C=CC(C4)C3C2=O)c1 (configuration not stated)	14	1%	0	-8%	-1.3	0.2	-14%	-4%	-5
Fc1ccccc1NC(=S)NN(Cc1ccccc1)c1ccccc1	6	5%	1	-2%	0.4	-0.5	-9%	-5%	-33
C#CCNC(=O)C1=C[C@H](c2ccc3c(c2)OCO3)C[C@H](OCCCCO)O1	nt	1%	-7	5%[57.1 µM]	nt	nt	-46%	?	nt
CC(=O)c1ccc(S(=O)(=O)N(C)CC(=O)NCC2CCCCC2)cc1	2	0%	-8	-3%	5.1	0.1	1%	-10%	4
Clc1ccc(Cn2ncc3c(N4CCCC4)ncnc32)cc1	11	0%	4	9%[57.1 µM]	-0.9	-1.1	13%[57.1 µM]	-17%	-18
CCOC(=O)c1sc(C)c2c1NC(c1ccc(Cl)cc1)NC2=O (configuration not stated)	1	3%	5	15%[57.1 µM]	0.3	0.8	31%[57.1 µM]	-2%	19
CN(C)c1ccc(S(=O)(=O)NCC(=O)N2CCN(c3ccccc3)CC2)cc1[N+](=O)[O-]	-3	0%	1	0%	2.3	-0.2	14%	-15%	2
COc1cc(C(=O)NCC(c2ccccc2)N(C)C)ccc1OCc1c(C)noc1C (configuration not stated)	3	12%	-21	6%	0.7	-0.2	6%	-5%	14
Cc1cc(C)c2c(CC(=O)O)c(C)[nH]c2c1	2	0%	3	7%[57.1 µM]	-0.9	1.4	-27%	-1%	-21
COc1ccc(-c2nnc(SCC(=O)O)n2C)cc1OC	3	-1%	6	8%[57.1 µM]	nt	0.6	10%	-1%	nt
Cc1sc2nc(CN3CCCC3)nc(N3CCC(C(N)=O)CC3)c2c1C	-5	3%	-3	-5%	0.0	2.2	1%[57.1 µM]	-11%	13
COc1ccc(CCN(C(=O)C(F)(F)F)C(C(=O)NC2CCCCC2)c2ccc(C)s2)cc1OC (configuration not stated)	-5	0%	-1	8%	0.0	0.0	10%	-13%	-14
Fc1ccc(Nc2ncnc3sccc23)cc1	0	4%	-7	-12%	1.3	0.1	-28%	-6%	2
Cc1ccccc1NCC(=O)N/N=C/c1ccc([N+](=O)[O-])cc1	17	4%	-7	-10%	1.6	-0.5	1%	-19%	-4
Nc1cc(N)nc(SCC(=O)NCC2CCCO2)n1 (configuration not stated)	15	2%	10	-5%	0.8	0.4	-4%	-16%	-8

# Carrying on.
SMILES	TRHR PAM	IDH1 R132H inh	PI4K2A block	TrxR1 substrate	D2 ag	TRHR agonist	TrxR1 inh	USP1-UAF1 inh	D2 antag
CS(=O)(=O)N(CC(=O)Nc1ccc(Br)cc1F)C1CCCCC1	-14	1%	-3	-1%	0.1	0.5	-3%[57.1 µM]	8%	5
C[C@@]12CCC3[C@@](CCC4[C@@]3(C)CCC[C@@]4(C)C(=O)N3CCOCC3)(CC1=O)C2 (some centres not stated)	nt	-14%	0	6%[57.1 µM]	nt	nt	14%[57.1 µM]	18%	nt
Cc1cc(Cl)ccc1NC(=S)NCc1ccc(Cl)cc1	3	-7%	-5	5%	-0.1	0.9	10%	-5%	19
COc1ccc2c(c1)c1c(c(=O)n(Cc3ccccc3)c(=O)n1CC(=O)NCc1ccc(C)cc1)n2C	-3	1%	-2	39%[activator]	0.6	-0.1	-23%	-21%	nt
CCN(CC(=O)Nc1c(F)cccc1F)C(=O)CCCc1nc2ccccc2c(=O)[nH]1	-4	5%	-4	-9%	0.2	0.3	-8%	-19%	0
CCN(C(=O)COC(=O)/C=C/c1nc2ccccc2s1)c1c(N)n(Cc2ccccc2)c(=O)[nH]c1=O	nt	28%	-1	3%	nt	nt	?	0%	nt
COC(=O)c1cc(Nc2nc3ccccc3nc2NS(=O)(=O)c2ccc(C)cc2)ccc1Cl	0	7%	3	-3%	0.7	1.0	-1%	-18%	nt
Cn1nnnc1SCC(=O)NCc1ccccc1	-2	3%	1	9%[57.1 µM]	0.1	0.1	22%[57.1 µM]	-10%	-14
O=C(COc1ccccc1)Nc1c2c(nn1-c1ccc(F)cc1)CS(=O)(=O)C2	5	1%	4	7%	0.0	-0.4	?	-2%	12
COc1ccc(NS(=O)(=O)c2cc(NC(=O)/C=C/c3ccccc3OC)ccc2N2CCCCC2)cc1	0	2%	2	-10%	-0.6	0.2	-6%	1%	-12
Cc1nn(-c2ccccc2)c(C)c1/C=N/NC(=O)c1cc(-c2cccc3ccccc23)n[nH]1	-17	-1%	-2	-9%	-1.3	-0.8	12%	-25%	3
CCCOc1ccc(/C(O)=C2/C(=O)C(=O)N(c3cc(C)on3)C2c2ccc(C(=O)OC)cc2)cc1 (configuration not stated)	4	-10%	3	-7%	1.1	1.0	-9%	-13%	-15
COc1ccc(-c2nc(CN3CCCCC3c3nccn3C)c(C)o2)c(C)c1C (configuration not stated)	0	0%	2	1%	-0.4	-1.8	-2%	-26%	-13
